# Source: PubChem BioAssay (Broad Institute)
# PGC1a acetyl inh = lowers PGC1a acetylation signal in U2OS cells | AlphaScreen anti-acetyl-lysine; with virally co-expressed GCN5 acetyltransferase | 0.17% of 350,000 active | inhibition, % at 15.6 µM;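 active = every replicate shows inhibition of at least 40%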;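 note: 0% = neutral control wells and 100% = positive control wells; some results beyond the cut were filed as inactive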
# ERAP1 inh = blocks human ERAP1 aminopeptidase activity | Q9NZ08 | recombinant ERAP1, Leu-AMC fluorescence, 60 min | inhibition, % at 10.7 µM | 0.15% of 340,000 active;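 active = mean replicate inhibition of at least 30%, or all replicates individually reaching that 30% level; inactive = mean below 30% and not every replicate reaching it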;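 note: 0% = neutral control wells and 100% = L-leucinethiol positive control wells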
# E-sel inducer = E-selectin induction on HUVECs; P16581; 0.37% of 260,000 active; activation, % at 7.58 µM; HUVEC E-selectin immunofluorescence imaging; normalized: neutral wells 0, TNF-alpha wells 100;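 active = mean E-selectin-positive cell signal at least 10% of the positive control, reached in at least 60% of replicates, without over 20% cell loss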;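 note: in these data hits start at about 27%; measured in HUVEC primary endothelial cells; signal is the percent of cells scored E-selectin positive by PE staining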
# Target sequence (P16581 whole entry, looked up): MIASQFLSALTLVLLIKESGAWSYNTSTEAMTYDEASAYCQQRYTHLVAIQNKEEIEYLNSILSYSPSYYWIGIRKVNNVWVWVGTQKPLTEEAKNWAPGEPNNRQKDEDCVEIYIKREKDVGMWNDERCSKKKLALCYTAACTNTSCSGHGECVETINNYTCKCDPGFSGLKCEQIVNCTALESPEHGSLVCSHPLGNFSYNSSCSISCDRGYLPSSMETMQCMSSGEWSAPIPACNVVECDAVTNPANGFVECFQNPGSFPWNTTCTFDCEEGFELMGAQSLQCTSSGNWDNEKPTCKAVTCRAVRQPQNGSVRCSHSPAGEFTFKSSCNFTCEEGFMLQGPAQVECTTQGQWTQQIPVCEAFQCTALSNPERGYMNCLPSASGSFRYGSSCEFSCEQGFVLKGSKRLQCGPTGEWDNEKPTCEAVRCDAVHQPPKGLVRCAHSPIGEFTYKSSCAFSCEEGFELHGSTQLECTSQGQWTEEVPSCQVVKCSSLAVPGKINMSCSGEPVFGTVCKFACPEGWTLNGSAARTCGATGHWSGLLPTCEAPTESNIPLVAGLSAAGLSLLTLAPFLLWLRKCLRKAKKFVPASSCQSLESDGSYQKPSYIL
#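 assay system = HUVEC, human umbilical vein endothelial cells | input = 3,000 HUVEC seeded per well | medium = EGM-2 growth medium on 0.1% gelatin-coated wells | dosing = one compound dose added by pin transfer | signal = immunofluorescence imaging | read-out basis = % PE-positive cells | control set = TNF-alpha, DMSO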
# miR122 inh = blocks miR-122 activity in Huh7 sensor cells. Huh7 miR-122 Renilla luciferase sensor, 48 h; neutral wells = 0, positive control = 100. activation (reporter increase), % at 12.5 µM. 0.3% of 340,000 active. AID 602342;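 active = mean replicate activation score at least 90 and every replicate individually at or above 90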;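 note: higher luciferase means less miR-122 activity so hits act as miR-122 inhibitors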
# Cneo AK release = causes C. neoformans cell lysis; adenylate kinase release luminescence, 4 h; normalised: neutral wells 0, clomiphene wells 100; lysis activity, % at 15 µM; 0.2% of 360,000 active;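 active = mean lysis activity across replicates of at least 80%, whatever share of replicates individually reach that level; inactive = mean lysis activity below 80%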
#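 Material: C. neoformans cells; Schedule: 4 h static compound exposure, 37 °C, read 1 h post-reagent; Measured by: adenylate kinase release luminescence; Read-out: signal increase indicating cell lysis; Controls: Clomiphene as positive lysis control.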
# RAD54 inh = RAD54 (human) branch migration inhibition; 0.14% of 360,000 active; RAD54 Holliday junction branch migration, FAM/BHQ fluorescence; Q92698; inhibition, % at 10.4 µM;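 active = mean normalized replicate activity at least 40 and at least half of replicates scoring 40 or more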;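 note: 0% = median of neutral control wells and 100% = median of positive control wells; inhibitors cause a drop in the FAM fluorescence signal; in these data hits start at about 50%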
# PglD DTNB = blocks C. jejuni PglD acetyltransferase activity | inhibition, % at 12.5 µM | AID 602405 | 0.098% of 360,000 active | purified PglD enzyme, DTNB colorimetric CoA detection; in the data active = inhibition above about 16%, passing the limit was not always enough; note: strong numbers were not always called active
# RAD52 anneal inh = inhibitors of human RAD52 DNA annealing | AID 651710 | recombinant RAD52 DNA annealing, FRET fluorescence | 0.46% of 360,000 active | P43351 | inhibition, % at 18.7 µM;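 active = every replicate showing at least 50% inhibition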
# Target sequence (P43351 whole entry, looked up): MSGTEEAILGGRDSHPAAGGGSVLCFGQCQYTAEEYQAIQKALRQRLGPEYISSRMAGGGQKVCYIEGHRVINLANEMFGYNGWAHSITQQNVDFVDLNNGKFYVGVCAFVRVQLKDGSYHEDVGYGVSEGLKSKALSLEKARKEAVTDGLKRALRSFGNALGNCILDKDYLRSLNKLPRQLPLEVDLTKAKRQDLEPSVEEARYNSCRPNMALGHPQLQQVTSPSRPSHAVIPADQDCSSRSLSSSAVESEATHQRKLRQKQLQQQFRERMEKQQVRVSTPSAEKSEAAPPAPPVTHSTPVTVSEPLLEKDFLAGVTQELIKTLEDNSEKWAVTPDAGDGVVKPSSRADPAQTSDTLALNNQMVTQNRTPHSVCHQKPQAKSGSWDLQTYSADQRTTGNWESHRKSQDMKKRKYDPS
# Starred values were filed as active, the others as inactive; x = no result given; [ ] = another dose, or the depositor's remark.
SMILES,PGC1a acetyl inh,ERAP1 inh,E-sel inducer,miR122 inh,Cneo AK release,RAD54 inh,PglD DTNB,RAD52 anneal inh
CCOC(=O)c1cccc(NC(=O)c2cc(C)nn2-c2ccccc2)c1,0,-2,41*,-1,0,-4,-5,-5
CS/C(=N\S(=O)(=O)c1cccs1)Nc1cccc(Cl)c1C,11,-1,-0.1,7,2,-15,-4,-20
Cc1ccc(S(=O)(=O)N(C)C[C@H]2OCCCC[C@H](C)Oc3ccc(NC(=O)c4ccccc4)cc3C(=O)N([C@@H](C)CO)C[C@H]2C)cc1,-9,0,x,3[16.7 µM],3,-5,5,-58
CC(C)CC(OC(=O)c1cccs1)C(=O)NCC1CCCO1 (stereo not given),-4,x,x,6,2,2,3,x
COc1ccc(NC(=O)C2CCCN(c3cc(C)nc4ncnn34)C2)cc1 (stereo not given),0,1,3.3,2,-1,0,1,-14
CC1=C(C(N)=O)C(c2cccnc2)n2nc(-c3cccc(Cl)c3)nc2N1 (stereo not given),-93,x,x,-6,2,-10,-6,x
O=C(N/N=C/c1c[nH]c2ccccc12)c1sc2ccccc2c1Cl,5,x,x,42,-2,-7,5,x
Clc1ccc(-c2cc(-c3ccccn3)on2)c(Cl)c1,x,3,-0.2,-3,-13,2,1,-2
Cc1csc(N/N=C/c2ccc(O)c([N+](=O)[O-])c2)n1,1,x,x,5,3,-1,-6,x
COCCNC(=O)C1(C)CCCN(C(=O)c2cc(F)ccc2C)C1 (stereo not given),x,7,-0.1,x,8,-6,-5,-8
COc1cc(/C=N/NC(N)=O)cc(Br)c1OCc1ccccc1C,2,x,x,-6,-1,13,-2,x
Cc1ccc(C2(C)NC(=O)N(Cc3c(C)noc3C)C2=O)cc1 (stereo not given),-5,x,x,-14,0,8,-1,x
O=C1N=C(N2CCOCC2)SC1=C1CCCCC1,10,x,x,-3,1,3,7,x
CN1CCN(Cc2cn(C)nc2-c2ccccc2F)CC1c1ccccc1 (stereo not given),2,-6,4.5,x,x,x,x,-15
O=C(NNC(=S)Nc1ccccc1)c1cc(Br)ccc1Cl,4,-3,-0.5,9,20,-4,-7,-6
C[C@@H](NC(=O)C[C@H]1CC[C@@H]2[C@H](COC[C@H](O)CN2C(=O)Nc2cc(Cl)cc(Cl)c2)O1)c1ccccc1,-1,-2,0.2,1[16.7 µM],-2,1,3,10
Cc1ccc(SCC(=O)Nc2ccccc2C(=O)O)cc1,-42,x,0.1,4,-2,-2,4,x
Cc1sc2ncnc(SCC(=O)N3CCCC(C(F)(F)F)C3)c2c1C (stereo not given),2,-2,-0.1,-7,7,5,-4,-73
CC(=O)N1N=C(C)CC1c1ccc(O)cc1 (stereo not given),10,13,3.6,4,-1,-8,-1,-4
O=C(CCn1c(=O)sc2ccccc21)NCc1ccc2c(c1)OCO2,7,x,x,-4,-1,-9,-3,x
CCOC(=O)c1oc2ccc(Br)cc2c1NC(=O)CN1CCN(C)CC1,-16,x,x,-1,1,-3,-4,x
CN(Cc1ccccc1Cl)C(=O)C1CCC(=O)N(CCc2cccc(F)c2)C1 (stereo not given),x,3,-1.3,x,3,-11,-4,-53
COc1cccc(C(=O)OCC(=O)NC(C)CCc2ccccc2)c1O (stereo not given),5,3,0.8,-5,1,-8,9,-11
COP(=O)(OC)c1nc(-c2cccc3ccccc23)oc1NCc1ccccc1,-16,x,x,2,3,9,3,x
Cc1ccc(C2=[N+]([O-])C3(CCCCC/C3=N\NC(N)=O)N(O)C2(C)C)o1 (stereo not given),9,x,x,-4,-3,0,4,x
COc1ccc(S(=O)(=O)Nc2cc(C)on2)cc1,2,0,x,-7,-1,-8,8,1
Oc1c(C=Nc2ccccc2Cl)[nH]c2ccccc12,1,-1,9.7,1,x,x,x,-9
CCCCC(CC)C(=O)NCc1ccccc1OC (stereo not given),x,x,x,-10,2,1,2,x
COc1ccccc1NC(=O)c1ccc(NC(=O)C2COc3ccccc3O2)cc1 (stereo not given),-4,3,x,2,0,3,1,-8
COc1c(Cl)ccc(Cl)c1C(=O)OCC(=O)O,-2,3,x,-4,0,-2,2,-7
O=C(COC(=O)COc1ccc(Cl)cc1Br)NCCC1=CCCCC1,x,-1,29*,x,0,9,5,-6
N#Cc1c(-c2ccccc2)nc(SCc2cccc(C(F)(F)F)c2)[nH]c1=O,x,2,-1.7,x,0,5,-4,-9
Cc1cc(C)nc(NS(=O)(=O)c2ccc(NS(=O)(=O)c3ccc(C#N)cc3)cc2)n1,-3,-1,-0.2,-10,0,-8,4,-25
Cc1ccc(S(=O)(=O)NCC[C@@H]2CC[C@@H](NC(=O)c3cccc(F)c3)[C@@H](CO)O2)cc1,-11,1,-0.5,x,16,1,-2,-17
COc1ccc(-c2cc(C(=O)NCc3ccco3)c3ccccc3n2)cc1,-12,-3,x,5,1,-4,2,-36
Cc1ccc2c(c1)N(CC(=O)Nc1ncccc1C)C(=O)C(C(C)C)O2 (stereo not given),x,-1,x,x,0,-4,-3,1
COc1cc(NC(=O)COC(=O)c2ccccc2F)cc(OC)c1,x,3,x,2,1,6,-6,-16
CCC(=O)NC[C@H]1[C@H](c2ccc(C3=CCCC3)cc2)[C@@H](CO)N1C(=O)C1CC1,2,x,0.0,0[16.7 µM],-1,-8,-1,x
O=C(C[C@H]1CC[C@@H](NC(=O)c2ccncc2)[C@H](CO)O1)NCC1CC1,13,-2,-0.1,x,-3,-1,25,-1
Cc1ncc(C[n+]2csc(CCOC(=O)CC3C4CC5CC(C4)CC3C5)c2C)c(N)n1 (stereo not given),-10,x,x,3,-8,-8,-1,x
Cc1cccc(OCCc2c(C)[nH]c(=S)[nH]c2=O)c1,-7,-2,-3.0,-7,0,-11,-5,-15
Cc1ccc(OCC(=O)N2CCN(C(=O)Cc3ccccc3)CC2)cc1,x,1,x,x,-2,-11,1,-17
C[C@@H](NC(=O)C[C@@H]1CC[C@@H](NC(=O)C2CC2)[C@H](CO)O1)c1ccccc1,10,0,0.0,x,-5,-6,10,-1
CCN(CC(=O)Nc1cccc(OC)c1)C(=O)c1ccncc1,4,-1,x,4,-2,1,-2,-3
O=C(Nc1cccc(F)c1)N[C@@H]1CC[C@H](CCn2cc(Cc3ccccc3)nn2)O[C@@H]1CO,-6,-3,0.0,x,1,-5,2,5

# An excerpt from above, reduced to RAD52 anneal inh and PGC1a acetyl inh:
molecule | RAD52 anneal inh | PGC1a acetyl inh
COc1cc(NC(=O)COC(=O)c2ccccc2F)cc(OC)c1 | -16 | x
CCC(=O)NC[C@H]1[C@H](c2ccc(C3=CCCC3)cc2)[C@@H](CO)N1C(=O)C1CC1 | x | 2

# More results:
SMILES,PGC1a acetyl inh,ERAP1 inh,E-sel inducer,miR122 inh,Cneo AK release,RAD54 inh,PglD DTNB,RAD52 anneal inh
CC(=O)Nc1ccc(NC(=O)C(C)OC(=O)C2CCCC2)cc1 (stereo not given),x,-8,x,x,-1,5,-3,-9
Cc1ccc(/C=C2\SC(=S)N(CCC(=O)NNC(=O)c3ccc(O)cc3)C2=O)cc1,5,-2,0.8,x,-7,-13,-3,-67
Cc1cc(C)nc(SC2CC(=O)N(c3ccc(Br)cc3)C2=O)n1 (stereo not given),-4,1,x,-2,1,-3,-2,-1
O=C(CN1C(=O)/C(=C\c2ccc(F)cc2)Oc2ccccc21)NCc1ccco1,x,x,x,4,-1,-1,0,x
Cn1cnc(S(=O)(=O)N2CC[C@@H]3[C@H](CO)Nc4ccc(-c5ccccc5)cc4[C@@H]32)c1,2,1,2.8,4[16.7 µM],-14,-10,-4,-67
Cc1cnn(Cc2cccnc2)c1N,-9,1,4.3,0,4,-4,-1,-10
CCOC(=O)c1oc2nc(CC(C)C)c3c(c2c1N)CCCC3,-9,x,-0.2,x,0,1,3,-4
CCOc1ccccc1NC(=O)COC(=O)COc1c(Cl)cc(Cl)c2ccc(C)nc12,0,-5,x,-1,1,-17,-7,-16
Nc1nc(-c2ccc([N+](=O)[O-])cc2)cs1,2,x,x,-11,-2,-8,6,x
CC(C)(C)c1ccc(C(=O)NNC(=O)Cc2ccccc2)cc1,-10,6,x,-2,1,1,2,1
COCc1c(C(=O)N2CCN(c3ncccn3)CC2)oc2ccccc12,-9,-1,x,x,-3,-2,3,-2
Cn1c(=O)c2c(nc(N3CCCCCC3)n2CC(O)COc2ccc(Cl)cc2)n(C)c1=O (stereo not given),-12,x,x,-1,2,-17,2,x
CC1CCc2c(C(=O)Nc3cccc(-c4nn[nH]n4)c3)csc2C1 (stereo not given),x,-7,-0.1,6,0,3,-1,-8
O=C(c1ccccn1)N1CC(=O)N2[C@H](C1)[C@@H](c1ccc(C#Cc3ccccc3)cc1)[C@@H]2CO,-5,-3,0.8,x,x,x,x,-2
O=C(N/N=C/c1ccccn1)c1cccnc1,-1,5,-0.3,25,-3,8,-12,-10
Nc1ccc(C(=O)N/N=C/c2cn(Cc3ccccc3)c3ccccc23)cc1,x,-2,1.1,x,-1,-10,-3,-5
CC1(c2ccccc2)NC(=O)N(CCOc2ccccc2)C1=O (stereo not given),0,x,x,-4,5,3,-2,x
CCCCOC(=O)/C(=C/C=C/c1ccccc1)NC(=O)c1ccccc1,1,-2,x,57,13,-1,0,-44
Cc1cccc(-c2nnc(SCc3cc(=O)[nH]c4ccccc34)n2C)c1,4,x,x,1,-1,5,x,x
CCN(CC)S(=O)(=O)c1ccc(NC(=O)CCN2C(=O)C3CC=CCC3C2=O)cc1 (stereo not given),-2,1,0.1,-1,1,-18,-3,3
CS(=O)(=O)c1ccc2nc(NC(=O)c3ccccc3Cl)sc2c1,x,-1,-0.4,x,-1,-10,-3,-11
COc1cccc(/C(O)=C2/C(=O)C(=O)N(Cc3cccnc3)C2c2ccco2)c1 (stereo not given),2,x,x,1,2,-13,1,x
Cc1c(C(=O)OC2CCCCC2)sc2nc[nH]c(=O)c12,4,x,x,-3,2,11,-3,x
COC(=O)N1N=C(c2ccc(Br)cc2)CC1(O)C(F)(F)F (stereo not given),-6,x,x,2,-2,3,-39,x
COC(=O)CCC(C)N1CCC(Oc2ccc(C(=O)NCc3ccccn3)cc2)CC1 (stereo not given),-4,-1,-0.1,-8,x,x,x,-10
CCOC(=O)N1CCN(c2ccc(C(=O)c3ccccc3)cc2F)CC1,x,0,x,x,-3,-5,-6,-7
COc1cc(C=O)ccc1OCc1cn(CC(=O)c2ccc(O)cc2)nn1,5,0,-0.1,-4,-1,-2,4,-10
Cc1cc(COc2ccccc2OCc2cc(C)no2)on1,x,x,x,-14,-4,-8,-8,x
CCSc1ccccc1C(=O)n1nnc2ccccc21,8,-2,x,-2,x,x,x,-4

# Structural class, those above containing a COOH group (two)
SMILES,PGC1a acetyl inh,ERAP1 inh,E-sel inducer,miR122 inh,Cneo AK release,RAD54 inh,PglD DTNB,RAD52 anneal inh
Cc1ccc(SCC(=O)Nc2ccccc2C(=O)O)cc1,-42,x,0.1,4,-2,-2,4,x
COc1c(Cl)ccc(Cl)c1C(=O)OCC(=O)O,-2,3,x,-4,0,-2,2,-7

# Six compounds picked at random from the list so far:
SMILES,PGC1a acetyl inh,ERAP1 inh,E-sel inducer,miR122 inh,Cneo AK release,RAD54 inh,PglD DTNB,RAD52 anneal inh
Cc1ccc(SCC(=O)Nc2ccccc2C(=O)O)cc1,-42,x,0.1,4,-2,-2,4,x
O=C(N/N=C/c1c[nH]c2ccccc12)c1sc2ccccc2c1Cl,5,x,x,42,-2,-7,5,x
COCc1c(C(=O)N2CCN(c3ncccn3)CC2)oc2ccccc12,-9,-1,x,x,-3,-2,3,-2
Cc1cnn(Cc2cccnc2)c1N,-9,1,4.3,0,4,-4,-1,-10
Cc1ccc(S(=O)(=O)N(C)C[C@H]2OCCCC[C@H](C)Oc3ccc(NC(=O)c4ccccc4)cc3C(=O)N([C@@H](C)CO)C[C@H]2C)cc1,-9,0,x,3[16.7 µM],3,-5,5,-58
O=C(NNC(=S)Nc1ccccc1)c1cc(Br)ccc1Cl,4,-3,-0.5,9,20,-4,-7,-6
